Screens (PubChem BioAssay)
Y pestis TopoI = Y. pestis Topo-I inhibition via cleavage products; Y. pestis Topo-I cleavage product accumulation, plate reader; activity, % at 10 µM; actives 0.064% (n = 360,000); in the data active means activity above about 50%, passing the limit was not always enough; inconclusive means no clear call, values can overlap the other calls; further: inactives centre near 2
3CLpro inhibitor = SARS-CoV 3CLpro protease inhibition. inhibition, % at 6 µM. actives 0.14% (n = 290,000). P0C6X7. recombinant SARS-CoV 3CLpro, quenched FRET peptide cleavage; in the data active means inhibition above about 12%
BH1578 lux ind = quorum light induction in luxS cqsA deficient V. cholerae. V. cholerae BH1578 lux reporter, luminescence, 6 h. activation, % at 18.7 µM. actives 0.16% (n = 350,000); in the data active means activation mostly above about 9.7%, no sharp cut-off; inconclusive means no clear call, values can overlap the other calls; inactive means mostly below about 3.7%; further: not every result past the cut was called active; inactives centre near 0; reference of the scale not given here
TcdB inh = inhibitors of Clostridioides difficile toxin B glycohydrolase; AID 652162; inhibition, % at 9.99 µM; actives 0.24% (n = 350,000); P18177; TcdB glycohydrolase enzymatic assay, plate reader; in the data active means inhibition above about 10%
Target sequence (P18177 whole entry, looked up): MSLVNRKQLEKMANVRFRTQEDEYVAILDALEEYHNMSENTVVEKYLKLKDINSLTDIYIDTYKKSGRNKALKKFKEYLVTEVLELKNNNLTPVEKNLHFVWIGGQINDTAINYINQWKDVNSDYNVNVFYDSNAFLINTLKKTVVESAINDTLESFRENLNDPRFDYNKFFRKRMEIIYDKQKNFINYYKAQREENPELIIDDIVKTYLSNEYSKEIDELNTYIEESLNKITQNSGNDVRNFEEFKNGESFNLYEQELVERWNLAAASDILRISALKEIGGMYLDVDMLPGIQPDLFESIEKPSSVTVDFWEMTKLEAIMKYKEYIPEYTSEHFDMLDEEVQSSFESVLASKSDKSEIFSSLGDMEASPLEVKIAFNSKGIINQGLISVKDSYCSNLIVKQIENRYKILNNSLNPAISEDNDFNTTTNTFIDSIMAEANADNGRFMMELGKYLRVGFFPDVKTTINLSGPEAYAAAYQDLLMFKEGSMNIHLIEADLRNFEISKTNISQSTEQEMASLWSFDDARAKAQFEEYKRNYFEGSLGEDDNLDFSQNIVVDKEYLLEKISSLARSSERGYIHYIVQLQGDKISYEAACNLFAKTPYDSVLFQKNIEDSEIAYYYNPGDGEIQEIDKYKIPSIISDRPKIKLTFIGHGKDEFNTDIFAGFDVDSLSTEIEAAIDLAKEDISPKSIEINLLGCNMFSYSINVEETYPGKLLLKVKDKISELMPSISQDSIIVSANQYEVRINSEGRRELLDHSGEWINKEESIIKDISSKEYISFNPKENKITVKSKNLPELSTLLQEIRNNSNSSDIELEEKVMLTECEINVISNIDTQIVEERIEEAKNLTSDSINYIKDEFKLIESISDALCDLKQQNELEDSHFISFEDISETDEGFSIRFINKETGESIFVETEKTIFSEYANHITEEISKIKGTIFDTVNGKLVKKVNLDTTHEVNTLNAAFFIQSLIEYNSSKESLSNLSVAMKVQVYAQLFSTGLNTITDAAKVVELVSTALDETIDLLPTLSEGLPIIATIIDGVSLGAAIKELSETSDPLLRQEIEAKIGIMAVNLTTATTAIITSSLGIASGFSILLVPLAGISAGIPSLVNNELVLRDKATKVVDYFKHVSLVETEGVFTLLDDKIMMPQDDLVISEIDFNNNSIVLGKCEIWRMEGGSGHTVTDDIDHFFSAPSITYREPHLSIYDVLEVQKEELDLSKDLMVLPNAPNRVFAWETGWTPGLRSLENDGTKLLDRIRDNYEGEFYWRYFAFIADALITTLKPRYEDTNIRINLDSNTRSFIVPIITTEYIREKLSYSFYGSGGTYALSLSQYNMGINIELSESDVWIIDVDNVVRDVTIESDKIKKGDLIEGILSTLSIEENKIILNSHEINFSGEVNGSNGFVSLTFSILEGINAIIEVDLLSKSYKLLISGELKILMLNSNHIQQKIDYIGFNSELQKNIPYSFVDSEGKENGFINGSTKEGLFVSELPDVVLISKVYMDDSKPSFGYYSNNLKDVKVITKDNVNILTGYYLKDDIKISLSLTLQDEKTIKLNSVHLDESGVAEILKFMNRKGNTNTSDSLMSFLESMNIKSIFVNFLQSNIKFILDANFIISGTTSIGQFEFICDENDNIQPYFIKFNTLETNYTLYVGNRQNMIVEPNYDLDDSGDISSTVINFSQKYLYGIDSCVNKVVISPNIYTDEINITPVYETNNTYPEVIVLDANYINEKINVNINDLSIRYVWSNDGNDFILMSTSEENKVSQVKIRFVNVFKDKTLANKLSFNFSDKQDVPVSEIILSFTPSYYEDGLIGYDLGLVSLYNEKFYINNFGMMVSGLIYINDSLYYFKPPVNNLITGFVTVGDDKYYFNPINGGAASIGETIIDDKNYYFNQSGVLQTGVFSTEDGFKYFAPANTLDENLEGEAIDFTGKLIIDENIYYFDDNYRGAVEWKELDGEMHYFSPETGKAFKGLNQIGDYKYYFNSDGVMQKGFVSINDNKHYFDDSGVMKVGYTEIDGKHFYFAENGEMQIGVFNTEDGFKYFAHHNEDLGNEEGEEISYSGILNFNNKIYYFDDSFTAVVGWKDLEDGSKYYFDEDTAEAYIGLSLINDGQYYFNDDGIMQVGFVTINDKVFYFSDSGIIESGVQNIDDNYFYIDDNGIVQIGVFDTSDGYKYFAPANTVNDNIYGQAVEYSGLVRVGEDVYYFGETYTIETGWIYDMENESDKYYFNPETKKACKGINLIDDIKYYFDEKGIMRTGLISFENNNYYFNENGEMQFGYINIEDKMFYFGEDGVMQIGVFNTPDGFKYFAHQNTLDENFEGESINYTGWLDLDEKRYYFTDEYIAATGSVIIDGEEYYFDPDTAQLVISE
CCHF vOTU inh = CCHFV vOTU protease inhibition; Pep-AMC fluorescence; inhibition, % at 11.5 µM; actives 0.55% (n = 370,000); AID 651958; in the data active means inhibition above about 30%; further: 0% = vehicle wells with enzyme and 100% = no enzyme wells
Anthrax LF prot = anthrax lethal factor protease inhibition; multiplex microsphere protease cleavage assay, LF; actives 0.12% (n = 360,000); inhibition, % at 10 µM; P15917; further: plate controls were buffer without enzyme for full effect and enzyme alone for no effect
PriA SSB inh = blocks PriA binding to SSB C-terminal tail. actives 0.6% (n = 430,000). AlphaScreen SSBct-PriA binding, biotinylated peptide. inhibition, % at 33 µM; in the data active means inhibition mostly above about 37%, no sharp cut-off; inactive means mostly below about 20%;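 further: plate controls were negative control peptide for no effect and reference peptide for full effect; strong numbers were not always called active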
DUSP3 inh = DUSP3 (human) phosphatase inhibition; P51452; recombinant VHR phosphatase, pNPP absorbance; inhibition, % at 13.3 µM; actives 0.52% (n = 290,000); AID 1654; in the data active means inhibition above about 50%; further: some compounds called inactive have numbers as strong as hits
BoNT A protease = inhibitors of Botulinum neurotoxin A light chain protease | inhibition, % at 10 µM | multiplex microsphere protease substrate cleavage, flow cytometry | AID 588499 | actives 0.17% (n = 360,000); further: plate controls were buffer without enzyme for full effect and enzyme alone for no effect
PfHsp40 yeast = rescue of PfHsp40-mediated yeast toxicity. growth rescue, % at 12.5 µM. S. cerevisiae expressing PfHsp40, growth rescue, ATP luminescence. AID 504582. actives 0.68% (n = 340,000); in the data active means growth rescue above about 28%, passing the limit was not always enough; inconclusive means no clear call, values can overlap the other calls;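 further: yeast W303a lacking pdr1 and pdr3 grown in galactose medium; growth measured after three days at 30 °C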
* marks the source's active call; other numbers are inactive results; i = inactive; ? = inconclusive; . = not tested or not shown; & = joins results of further samples. Unless noted, no stated cut-off is given here; in the data, active means inhibition above about 30%; inconclusive means no clear call, values can overlap the other calls; inactive means below that. The list is partial; rates above refer to the full screens.

SMILES | Y pestis TopoI | 3CLpro inhibitor | BH1578 lux ind | TcdB inh | CCHF vOTU inh | Anthrax LF prot | PriA SSB inh | DUSP3 inh | BoNT A protease | PfHsp40 yeast
CCOc1cccc(-c2nn3c(-c4ccco4)nnc3s2)c1 | 0 | -10 | 1.4 | . | -4 | 0 | -1 | 0 | 0.1 | 1.0
O=c1cc(N2CCCCC2)c(-c2ccccc2)nn1Cc1ccccc1 | 42 | 3 | -0.2 | 0.1 | 16 | -1 | 8 | -12 | 0.1 | 5.4
OCC1OC(c2ccc(OCc3ccccc3)cc2OCc2ccccc2)C(O)C1O (configuration not stated) | 23 | . | -0.3 | 3.2 | 10 | -6 | . | . | -0.4 | .
Cc1cccc(NC(c2ccc(O)cc2)c2ccc3ccc(C)nc3c2O)n1 (configuration not stated) | 1 | 3 | 0.0 | . | -2 | ? | 2 | 16 | ? | -0.8
Cc1nc(SCCc2ccccc2)[nH]c(=O)c1C | 5 | 0 | i | . | . | 4 | 4&-17 | 21 | 1.3 | -1.4
O=C1CC(N2CCN(Cc3ccc4c(c3)OCO4)CC2)C(=O)N1c1ccccc1 (configuration not stated) | -3 | -1 | -0.3 | 1.1 | . | 1 | -13 | 16 | 0.5 | -0.6
COC(=O)C1=C(c2ccc(Cl)c(C(F)(F)F)c2)C[C@@H]2CC[C@H]1N2C(=O)NCCOc1ccccc1 | 12 | . | i | . | . | -3 | -11 | . | 0.1 | 6.2
COC(=O)c1ccc(C(=O)OCCCc2nc3ccc(N)cc3[nH]2)cc1 | 3 | -6 | -3.4 | . | -7 | -5 | -8 | -1 | 0.4 | 1.1
O=C(COc1cc(Cl)c(Cl)cc1Cl)N1CCN(c2ccccn2)CC1 | 29 | 3 | 0.0 | 2.2 | 2 | -8 | -9 | 8 | -1.4 | -0.5
COc1ccc(/C=C/C(=O)NC(=S)Nc2ccc(S(=O)(=O)Nc3cc(OC)ncn3)cc2)cc1 | 1 | -1 | -0.2 | -1.1 | 6 | -8 | 5 | 10 | -3.0 | -1.3
Cn1c(=O)c2cc(NC(=O)NCCc3cccs3)ccc2n1Cc1ccccc1 | 15 | . | i | 0.6 | -168 | -10 | . | . | 0.0 | .
COc1ccc(C(=O)Nc2ccccc2C(=O)Nc2ccncc2)cc1 | 4 | -9 | 0.7 | 1.6 | 6 | 2 | 9 | 31 | 0.7 | -2.0
O=C1C(=O)c2ccccc2C(O)=C1c1ccccc1F | -5 | -2 | i | 0.5 | -6 | -2 | -6 | 19 | -1.1 | 11
C[C@]12CC[C@@H]3c4ccc(O)cc4CC[C@H]3[C@@H]1CC[C@@H]2OC(=O)CCC1CCCC1 | 1 | . | 1.4 | -4.9 | -1 | -4 | 4 | . | -0.5 | 0.2
Cn1c(SCCC#N)nnc1-c1ccc(F)cc1 | 5 | 1 | i | . | . | 4 | . | 26 | -0.7 | -0.8
CC(=O)Nc1cncc(-c2cccc(S(C)(=O)=O)c2)n1 | 6 | . | -0.7 | 1.3 | -10 | -6 | . | . | -0.4 | .
C1CC2OC2CC1C1CO1 (configuration not stated) | -2 | . | -0.3 | 0.6 | 4 | 5 | 5 | . | -0.1 | -0.4
O=C(O)CCC(=O)NNc1ccccc1[N+](=O)[O-] | -6 | 1 | -1.3 | . | 1 | -1 | 8 | -5 | 0.1 | -0.4
COC(=O)c1cc(-c2c(C)nn(-c3ccccc3)c2C)n[nH]1 | 4 | -2 | i | . | 17 | 2 | 6 | 7 | -0.1 | -0.8
COc1ccc2c(c1)[C@H]1[C@H](CO2)[C@H](c2ccccc2)[C@]2(C)C(=O)Nc3cc(C)ccc3C(=O)N12 | 2 | . | i | 0.7 | 3 | -5 | -3 | . | -0.6 | 7.4
CC(=O)Nc1ccc(Nc2nc(C)nc3c2oc2ccccc23)cc1 | -11 | -2 | 17* | . | 11 | -15 | 4 | -4 | 0.7 | 2.0
CN(Cc1nnc(-c2ccc(F)cc2)o1)c1ccccc1 | 11 | 4 | -0.2 | 1.7 | -6 | -1 | -13 | 18 | 0.9 | -1.1
COc1ccc(CN2CC(C(=O)NCCC3=CCCCC3)CC2=O)cc1 (configuration not stated) | 9 | -2 | -7.7 | . | -16 | 1 | -1 | 39 | 1.5 | -0.2
Cc1ccc(NC(=O)c2ccco2)c(NC(=O)c2cccs2)c1 | 7 | 1 | -12 | . | 9 | -1 | -2 | -14 | 0.0 | -1.5
COC12NC(=O)N(C)C1(OC)C(=O)N(C)C(=O)N2C (configuration not stated) | 6 | -11 | -0.6 | . | -2 | 1 | -1 | 9 | 0.1 | -2.3
O=C(NCCCN1CCOCC1)c1ccc2c(c1)N(Cc1ccc(Cl)cc1)C(=O)c1ccccc1S2=O (configuration not stated) | 11 | 2 | -0.3 | 0.5 | -2 | -1 | -7 | -13 | 1.1 | 2.9
CCN(CC)C(=O)N1c2ccccc2C=Cc2ccccc21 | 12 | -1 | i | . | 7 | -5 | -18 | 0 | -0.3 | -0.6
O=C(Nc1cccc(S(=O)(=O)N2CCCCCC2)c1)c1cc(=O)c2ccccc2o1 | 6 | 6 | -0.8 | -0.3 | 2 | -6 | -2 | 2 | -0.8 | 3.0
COc1ccc(NC(=O)CCNS(=O)(=O)c2ccc3c(c2)CCC(=O)N3)cc1 | -8 | 0 | 0.9 | . | 3 | 1 | 2 | 37 | -1.2 | -1.2
Cc1c(-c2ccc(F)cc2)nc(N)c(C#N)c1-c1cccs1 | 20 | -2 | -0.7 | . | 0 | -5 | -28 | 2 | 0.5 | -1.2
CCCCOC(=O)c1cc(=O)[nH]c(=O)[nH]1 | -1 | 2 | -0.4 | 1.0 | -5 | -2 | -10 | 12 | -0.4 | 1.4
Cc1ccccc1Nc1nc(N)nc(COC(=O)[C@@H](NC(=O)c2c(F)cccc2F)C(C)C)n1 | 2 | . | -1.5 | 2.2 | 8 | -8 | -1 | . | -11 | -0.4
Cc1cccc(C(=O)OCC(=O)NCc2ccc3c(c2)OCO3)c1C | 35 | . | 5.9 | 1.8 | -7 | -3 | -3 | . | 0.2 | 0.5
Cc1csc(SCC(=O)Nc2nc3ccccc3s2)n1 | 5 | 0 | -0.7 | . | 8 | 2 | -13 | 11 | 0.2 | 2.3
CC(C)CN1CCNC(=O)C1CC(=O)NCCc1ccc(C(F)(F)F)cc1 (configuration not stated) | -2 | 4 | i | -0.4 | 18 | -6 | -1 | 31 | -0.4 | -0.4
Cc1c(NC(NC(=O)CC(C)C)C(Cl)(Cl)Cl)c(=O)n(-c2ccccc2)n1C (configuration not stated) | -1 | 0 | -0.2 | 0.9 | -7 | -1 | -10 | 22 | -0.3 | -0.8
COCCNC(=O)c1c(N)n(CCC2=CCCCC2)c2nc3ccccc3nc12 | 24 | 6 | -0.9 | . | -51 | 5 | -23 | -6 | 16 | 0.6
CC(=O)c1ccc(OCCCC(=O)N2CCN(S(=O)(=O)c3cccs3)CC2)cc1 | 17 | -1 | -0.3 | . | -7 | 3 | -8 | 15 | -0.5 | 2.1
COc1ccc(C(=O)NCCSCc2ccco2)cc1OC | 8 | 4 | -1.6 | 1.5 | 0 | -6 | -14 | 10 | -1.2 | -0.6
CC(=O)c1cc(F)c(N2CCN(c3ccc([N+](=O)[O-])cc3F)CC2)cc1C | 8 | 0 | 3.8 | . | -2 | -6 | -5 | -4 | -2.2 | -0.9
O=C(CCS(=O)(=O)c1ccccc1)Nc1ccc(S(=O)(=O)Nc2nccs2)cc1 | -11 | . | . | 5.3 | 11 | 3 | -17 | . | 0.3 | -1.5
CCOC(=O)c1oc2cc(C)cc(C)c2c1C | 3 | -1 | -2.0 | -0.9 | -6 | 7 | -11 | 0 | 0.3 | -0.7
O=C(Nc1cnn(Cc2ccc(Cl)cc2)c1)c1cccs1 | 3 | -2 | i | -0.3 | 3 | -9 | -6 | 38 | -0.3 | 1.3
O=C1CC(C(=O)N2CCN(c3ccc(F)cc3)CC2)CN1CCc1ccccc1 (configuration not stated) | 17 | -1 | -0.1 | -0.1 | -7 | -4 | 4 | 17 | 0.1 | -0.4
Cc1cccc(NC(=S)NCc2cccs2)c1C | -3 | 6 | . | . | 2 | 0 | -1 | 26 | 0.6 | -1.3
Cc1cccc(C)c1-n1nnnc1C(c1cccc2ccccc12)N1CCC2(CC1)C(=O)NCN2c1ccccc1 (configuration not stated) | . | . | . | -0.5 | -2 | 2 | . | . | 0.5 | .
O=C(NC(C(=O)c1ccccc1)n1c(=O)cc[nH]c1=S)c1ccccc1 (configuration not stated) | 2 | 0 | i | . | -4 | -4 | -3 | 18 | -1.2 | -0.7
C(=N\Nc1nc2ccccc2s1)/c1ccco1 | -4 | 2 | -0.4 | . | 21 | -4 | . | 21 | -0.7 | 3.6
Cc1ccccc1-n1ncc2c(SCC(=O)NC3CCCC3)ncnc21 | 11 | 1 | -0.3 | 1.6 | 5 | -1 | 7 | 12 | -0.4 | 0.7
C[C@H]1CN([C@@H](C)CO)C(=O)CCCn2nncc2CO[C@H]1CN(C)C(=O)NC1CCCCC1 | -2 | . | -0.2 | 0.6&-0.4 | -6 | 3 | . | . | 0.1 | .
c1ccc2c(c1)ccn1c(Cc3ccsc3)c(C3CCCCC3)nc21 | . | . | . | 0.7 | 2 | -6 | . | . | 0.9 | .
O=C(N/N=C/c1ccc(OC(=O)c2cccc(F)c2)cc1)c1cccnc1 | 2 | 2 | -4.0 | 0.2 | -1 | -1 | . | 12 | 0.7 | 0.8
CCCCc1ncc(CN2CCC(CC3CCCCO3)(C(=O)OCC)CC2)[nH]1 (configuration not stated) | -10 | 6 | i | 0.5 | -8 | -5 | -7 | -12 | -0.6 | 0.8
C[C@H](CO)N1C[C@H](C)[C@@H](CN(C)Cc2ccccc2)Oc2c(NC(=O)Cc3ccccc3)cccc2C1=O | 12 | . | -0.1 | 1.7 | 14 | -4 | 8 | . | -0.2 | 0.3
Cc1cccc(NC(=O)CNC(=O)c2ccc(S(=O)(=O)NCc3ccco3)cc2)c1C | 4 | . | -0.8 | 1.0 | -5 | -1 | . | . | -0.1 | .
CS(=O)(=O)N(CC(=O)N1CCOCC1)Cc1ccccc1 | -12 | -5 | -0.3 | . | 6 | 4 | -4 | 2 | ? | -0.3
CN(C(=O)CC1C(=O)NCCN1Cc1cccc(C(F)(F)F)c1)C1CCOCC1 (configuration not stated) | 1 | -3 | i | 0.4 | -12 | -1 | -11 | -9 | 3.9 | 0.6
Cc1cc(N=O)c(C)cc1O | 5 | . | -0.1 | 5.2 | 3 | 3 | . | . | -0.3 | .
CN(C)C(=O)c1nc(C#N)c(N(C)C)o1 | 6 | -1 | -1.7 | 0.2 | -2 | 3 | -14 | -9 | -0.1 | 1.6
Cc1c(CC(=O)O)c(=O)oc2cc3occ(-c4ccc(F)cc4)c3cc12 | 2 | 4 | -2.1 | 0.4 | -7 | -4 | 15 | 18 | -2.6 | 1.4
O=C(CCC1CCN(Cc2ccc(Cl)cc2)CC1)NC1CC1 | 5 | -10 | 0.5 | 1.4 | -6 | -7 | -4 | 70 | -1.4 | -1.2

Some of these compounds in order of heavy-atom count, rising:
SMILES | Y pestis TopoI | 3CLpro inhibitor | BH1578 lux ind | TcdB inh | CCHF vOTU inh | Anthrax LF prot | PriA SSB inh | DUSP3 inh | BoNT A protease | PfHsp40 yeast
Cc1c(CC(=O)O)c(=O)oc2cc3occ(-c4ccc(F)cc4)c3cc12 | 2 | 4 | -2.1 | 0.4 | -7 | -4 | 15 | 18 | -2.6 | 1.4
CCCCc1ncc(CN2CCC(CC3CCCCO3)(C(=O)OCC)CC2)[nH]1 (configuration not stated) | -10 | 6 | i | 0.5 | -8 | -5 | -7 | -12 | -0.6 | 0.8
Cc1cccc(C)c1-n1nnnc1C(c1cccc2ccccc12)N1CCC2(CC1)C(=O)NCN2c1ccccc1 (configuration not stated) | . | . | . | -0.5 | -2 | 2 | . | . | 0.5 | .
